Screening results (PubChem BioAssay)
M5 ag: human M5 muscarinic receptor agonists, primary screen, CHO-K1 cells, Fluo-8 calcium fluorescence; Muscarinic acetylcholine receptor M5 (Homo sapiens), P08912; CHO-K1 hM5 cells; 0% DMSO wells, 100% maximal acetylcholine response; activation, % at 3 µM; 360,000 tested, 0.19% active; AID 624037, 2012;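 active = activation above the run's mean over test compounds plus 3 SD, cut at about 23% in these data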;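 note: signal is peak over basal fluorescence ratio across the kinetic read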
CHRM4 agonist: human M4 muscarinic receptor agonists, primary screen, CHO-K1 cells, Fluo-8 calcium fluorescence; Muscarinic acetylcholine receptor M4 (Homo sapiens), P08173; CHO-K1 hM4/Gqi5; vehicle 0%, full acetylcholine response 100%; activation, % at 3 µM; 360,000 tested, 0.14% active; AID 624127, 2012;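 active = activation above the run mean over all test wells plus 3 SD, cut at about 32% in these data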;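 note: peak over basal fluorescence ratio per well then scaled between controls; 0% = DMSO wells and 100% = acetylcholine at EC100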
CRFR2-BP ag: agonists of CRF-BP/CRF-R2 complex, primary screen, cell-based, HEK293, calcium dye fluorescence, uHTS; activation, % at 13.2 µM; calcium dye fluorescence (FLIPR); percent of saturating CRF peptide response; CRF-binding protein / CRF receptor 2 complex (human); AID 588473, 2011; 350,000 tested, 0.46% active;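 active = activation of at least 50%, plus an integration ratio under a set limit after plate pattern correction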;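 note: plate controls were neutral control wells without compound for no effect and CRF at EC100 for full effect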
CHRM5 antagonist: human M5 muscarinic receptor antagonists, primary screen, CHO cells, Fluo-8 calcium fluorescence; 360,000 tested, 0.59% active; inhibition, % at 3 µM; CHO-hM5 cells, ACh EC80; Muscarinic acetylcholine receptor M5 (Homo sapiens), P08912;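 active = inhibition above a per-plate cutoff, the mean of that plate's test compounds plus 3 SD, cut at about 27% in these data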;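 note: 0% = acetylcholine EC80 with DMSO and 100% = DMSO without agonist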
CHRM4 antagonist: human M4 muscarinic receptor antagonists, primary screen, CHO cells, Fluo-8 calcium fluorescence | CHO-hM4 cells, ACh EC80 | 360,000 tested, 0.73% active | Muscarinic acetylcholine receptor M4 (Homo sapiens), P08173 | inhibition, % at 3 µM;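 active = inhibition above its plate's cutoff, the mean inhibition of sample wells plus 3 SD, cut at about 27% in these data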;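 note: 0% = acetylcholine EC80 with DMSO and 100% = DMSO without agonist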
CHRM5 PAM: human M5 muscarinic receptor positive allosteric modulators, primary screen, CHO-K1 cells, Fluo-8 calcium fluorescence. Muscarinic acetylcholine receptor M5 (Homo sapiens), P08912. CHO-K1 hM5, ACh EC20 PAM; 0% = ACh EC20, 100% = ACh EC100. activation, % at 3 µM. 360,000 tested, 0.3% active;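 active = activation above the run cutoff, the mean activation of all test compounds plus 3 SD, cut at about 18% in these data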
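System: CHO-K1 cell line with stable human muscarinic M5 receptor expression | Also added: EC20 acetylcholine as agonist stimulus | Compound: One concentration, 3 µM final (nominal) | Timing: Fluo-8 loading 80 min at 37 °C plus 30 min room temperature | Measured by: Fluo-8 calcium dye fluorescence, kinetic read | Read-out basis: % activation, ACh-normalized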
M4 PAM: human M4 muscarinic receptor positive allosteric modulators, primary screen, CHO-K1 cells, Fluo-8 calcium fluorescence | Muscarinic acetylcholine receptor M4 (Homo sapiens), P08173 | CHO-K1 hM4/Gqi5, ACh EC20; 0% = ACh EC20, 100% = maximal ACh | activation, % at 3 µM | 360,000 tested, 0.4% active | AID 624126, 2012;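 active = activation above its plate's cutoff, the mean activation of sample wells plus 3 SD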; note: some results filed as inactive read as strong as hits
IDE cell inh: human IDE inhibitors in live cells, primary screen, fluorescence polarization, HEK cells, FAbetaB substrate; Insulin-degrading enzyme (Homo sapiens), P14735; FAbetaB cleavage; 320,000 tested, 0.41% active; inhibition, % at 5.59 µM; AID 434962, 2010;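 active = percent inhibition above the average of all tested compounds plus 3 SD, set per screening campaign, cut at about 16% in these data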;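 note: IDE supplied by intact live HEK cells; FP after avidin binding of uncleaved biotin substrate so inhibition keeps polarization high; 0% = DMSO wells and 100% = 60 µM reference IDE inhibitor Ii1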
Target sequence (P14735 whole entry, looked up): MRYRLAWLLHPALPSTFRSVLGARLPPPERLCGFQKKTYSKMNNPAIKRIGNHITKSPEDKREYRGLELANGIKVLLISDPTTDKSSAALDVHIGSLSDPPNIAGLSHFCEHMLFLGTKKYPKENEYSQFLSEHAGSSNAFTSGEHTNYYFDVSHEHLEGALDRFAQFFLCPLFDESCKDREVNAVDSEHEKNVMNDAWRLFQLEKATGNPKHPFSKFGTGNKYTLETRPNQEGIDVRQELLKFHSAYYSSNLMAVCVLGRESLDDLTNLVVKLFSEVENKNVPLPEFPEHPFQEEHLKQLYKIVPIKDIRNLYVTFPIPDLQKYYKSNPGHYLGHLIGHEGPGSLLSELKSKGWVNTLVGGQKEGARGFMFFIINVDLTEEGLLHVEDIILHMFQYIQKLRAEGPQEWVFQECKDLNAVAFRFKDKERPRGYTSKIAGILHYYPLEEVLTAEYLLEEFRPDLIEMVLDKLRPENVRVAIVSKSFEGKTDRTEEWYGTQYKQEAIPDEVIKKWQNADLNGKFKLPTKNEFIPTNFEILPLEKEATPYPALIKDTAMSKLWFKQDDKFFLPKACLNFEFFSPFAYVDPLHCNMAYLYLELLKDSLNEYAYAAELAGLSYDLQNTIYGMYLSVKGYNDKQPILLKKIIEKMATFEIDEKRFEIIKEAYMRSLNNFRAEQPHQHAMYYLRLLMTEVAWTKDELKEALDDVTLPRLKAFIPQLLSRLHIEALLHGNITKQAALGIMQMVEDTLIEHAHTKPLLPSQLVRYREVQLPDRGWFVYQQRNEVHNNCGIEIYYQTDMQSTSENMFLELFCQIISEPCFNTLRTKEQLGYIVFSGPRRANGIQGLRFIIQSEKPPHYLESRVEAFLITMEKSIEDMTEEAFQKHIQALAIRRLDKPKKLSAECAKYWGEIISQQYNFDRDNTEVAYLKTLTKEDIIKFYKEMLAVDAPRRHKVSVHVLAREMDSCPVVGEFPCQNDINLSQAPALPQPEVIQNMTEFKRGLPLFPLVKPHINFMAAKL
CRFR2-BP antag: antagonists of CRF-BP/CRF-R2 complex, primary screen, cell-based, HEK293, calcium dye fluorescence, uHTS; CRF-induced calcium fluorescence; inhibition, % at 11.8 µM; 350,000 tested, 0.59% active; AID 588475, 2011;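 active = inhibition of the ligand-induced calcium signal above about 50% at the single tested concentration, limit read from the data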
* = called active by the depositor; · = no result given.

The opening 3 compounds as a preview:
canonical_smiles	M5 ag	CHRM4 agonist	CRFR2-BP ag	CHRM5 antagonist	CHRM4 antagonist	CHRM5 PAM	M4 PAM	IDE cell inh	CRFR2-BP antag
Cc1nn(CC(=O)NCC(C)c2ccccc2)c(=O)c2cc3occc3n12 (configuration not stated)	-3	2	-1.5	-9	7	2	6	2	3
CSc1ccc(CNC(=O)c2c(C)noc2C)s1	-1	16	-0.3	20	14	-17	-26	1	-9
COc1ccc(C(c2sc3ncnn3c2O)N2CC(C)OC(C)C2)cc1OC (configuration not stated)	0	1	-2.4	8	-3	-3	6	5	-12

The listing, repeating the preview:
canonical_smiles	M5 ag	CHRM4 agonist	CRFR2-BP ag	CHRM5 antagonist	CHRM4 antagonist	CHRM5 PAM	M4 PAM	IDE cell inh	CRFR2-BP antag
Cc1nn(CC(=O)NCC(C)c2ccccc2)c(=O)c2cc3occc3n12 (configuration not stated)	-3	2	-1.5	-9	7	2	6	2	3
CSc1ccc(CNC(=O)c2c(C)noc2C)s1	-1	16	-0.3	20	14	-17	-26	1	-9
COc1ccc(C(c2sc3ncnn3c2O)N2CC(C)OC(C)C2)cc1OC (configuration not stated)	0	1	-2.4	8	-3	-3	6	5	-12
O=S(=O)(Cc1cc(Cl)nc(-c2ccccc2)n1)c1ccccc1	-1	-2	-1.0	-2	-3	-2	7	0	2
CS(=O)(=O)N1Cc2cc(C(=O)NCC3CC3)nc(-c3cccc(-c4cccnc4)c3)c2[C@@H]1CCO	0	2	·	2	6	-6	1	·	·
Cn1c(Cc2cccc3ccccc23)nnc1SCC(=O)N1CCN(c2cccc(Cl)c2)CC1	0	13	6.1	12	-1	-10	-10	7	-24
COc1ccc(/C=N/NC(=O)C2c3ccccc3Oc3ccccc32)c(OC)c1	-7	1	1.3	-9	-7	-5	1	2	-2
CC(C)c1ccc(N(CC(=O)NCc2ccc(F)cc2)C(=O)c2snc(C(N)=O)c2N)cc1	2	2	1.2	14	-7	-7	0	2	-7
CCc1ccc(NC(=S)Nc2ccc3cn[nH]c3c2)cc1	-1	0	-2.6	-2	2	5	1	0	0
CNS(=O)(=O)c1cccc(C(=O)OCC(=O)Nc2sc3c(c2C#N)CCCCC3)c1	5	3	1.1	1	-7	-6	4	8	-31
CCOC(=O)c1c(-c2ccccc2)csc1NC(=O)C1CCCO1 (configuration not stated)	0	0	-0.5	1	-18	-2	6	-5	0
CC1(c2ccc(Cl)cc2Cl)OCC(Cn2ccnc2)O1 (configuration not stated)	-2	3	-2.4	1	-9	9	-2	6	9
CCCCNC(=O)C1CC(c2ccccc2[N+](=O)[O-])=NO1 (configuration not stated)	3	0	-0.4	9	0	-4	1	-3	-9
O=C(NCCc1ccccc1)C1CCCN(C(=O)Nc2ccc(F)cc2)C1 (configuration not stated)	-2	3	0.1	3	-11	-1	0	-1	10
O=C(c1ccc(Cl)cc1)C1CCN(C(=O)NC2CCCCC2)CC1	8	6	0.5	4	-1	0	9	2	-8
CN(C)CCN(C(=O)/C=C/c1cccs1)c1nc2c(F)cc(F)cc2s1	0	4	-0.5	-4	10	0	-15	-3	-30
Cc1onc(-c2ccccc2)c1C(=O)OCC(=O)NCc1ccc(F)cc1	-4	1	1.9	5	1	-9	1	1	-6
Cc1ccc(S(=O)(=O)CCC(=O)Nc2cccc([N+](=O)[O-])c2)cc1	-4	1	-0.3	-5	3	5	-1	3	-8
COc1ccc(-c2nnc(SCc3ncc(-c4ccccc4)o3)o2)cc1	-3	2	3.0	-1	-8	-4	-6	0	-11
COc1ccc(NC(=O)CSc2nccn2Cc2ccco2)c(OC)c1	-3	1	-0.3	21	0	-7	-5	3	0
CC(C)NC(=O)c1ccc2c(=O)n(Cc3ccco3)c(=S)[nH]c2c1	1	1	0.5	4	16	-8	2	-7	3
COc1cc(NC(=O)COC(=O)CSc2ccccc2F)c(C)cc1[N+](=O)[O-]	-3	1	-1.5	3	2	2	-2	-4	0
Cc1nc2ccc(Br)cc2c(-c2ccccc2)c1C(=O)O	-2	0	-0.2	-2	-11	-1	-1	5	-1
O=C(Nc1ccc2c(c1)OCCO2)C1CCCN(S(=O)(=O)c2cccs2)C1 (configuration not stated)	2	12	-1.6	7	-11	-10	-9	-3	-2
Cc1cccc(NC(=O)CNC(=O)CCc2nc3sc4c(c3c(=O)[nH]2)CCCC4)c1C	0	0	4.4	0	4	2	-1	5	-3
COC(=O)c1ccccc1NC(=O)CN(Cc1ccccc1)S(C)(=O)=O	1	2	-1.5	-12	0	4	-7	5	16
CNC(=O)/C(C#N)=C/c1c(F)cccc1Cl	-5	1	-0.2	4	2	-5	-3	-1	0
N#Cc1ccccc1Cn1c(=O)n(CCC(=O)NCc2ccco2)c(=O)c2ccccc21	-1	-1	0.0	-1	13	-3	-10	0	17
Cc1cc(C)c(S(=O)(=O)N2CCN(C(=O)CCn3nc(C)c(C)c3C)CC2)c(C)c1	-2	3	-1.6	2	-16	6	3	4	4
CCn1c(Oc2ccccc2C)nc2c1c(=O)n(C)c(=O)n2C	6	0	-2.5	0	-6	0	3	·	6
COc1cc(C(CCN2CCCC2)c2c(OC)cc(OC)c3c(-c4ccccc4)cc(=O)oc23)cc(OC)c1OC (configuration not stated)	-10	2	-0.1	15	6	-10	3	1	-10
COc1ccc(/C(N)=N/OC(=O)c2cccc([N+](=O)[O-])c2)cc1	-1	1	3.8	-2	1	-4	6	4	12
CCc1ccc(-c2nc(CS(=O)CC(=O)NC3CC3)c(C)o2)cc1 (configuration not stated)	-5	0	-1.6	15	9	-7	1	-15	-4
CC1CCCCC1NC(=O)c1cc(Cl)nc2ccccc12 (configuration not stated)	-4	0	-0.1	0	-11	-2	1	·	7
CCC(=O)c1ccc(OCC(=O)NCC2(N3CCCCC3)CCCCC2)cc1	-5	2	-1.3	-7	-20	2	-9	-8	1
Cc1ccc(SC(C)C(=O)O/N=C(\N)c2ccncc2)cc1 (configuration not stated)	-4	3	-1.9	-1	5	1	-2	-2	13
COc1cc(OC)c(C(=O)OCC(=O)N2CCOCC2)cc1OC	-2	1	0.1	13	1	-4	5	2	8
CCNC(=O)N(CCOC)CC1CCCN(C2Cc3ccccc3C2)C1 (configuration not stated)	-4	0	-2.9	18	-2	-7	-6	0	8
Nc1nc2ccc(Br)cc2s1	-1	0	0.3	4	-4	-3	6	·	6
O=C(CCN1C(=O)/C(=C/c2ccccc2)SC1=S)NNC(=O)c1cccnc1	3	9	0.0	8	7	-9	-8	5	-39
CCOC1(c2ccccc2)CC1C(=O)N/N=C/c1cccc([N+](=O)[O-])c1 (configuration not stated)	0	2	-3.7	8	-9	0	-9	1	12
Cc1ccc(SC[C@H](C)CN2CC[C@H](NC(=O)OCc3ccccc3)CCC2=O)cc1	3	6	-2.4	-2	0	4	-1	3	9
CCOc1ccc(-c2c(C(=O)N/N=C(\C)c3ccncc3)nnn2-c2nonc2N)cc1	-2	5	-0.7	-8	-9	3	2	2	-11
COc1ccc(NC(=O)CC(NC(C)c2ccccc2)C(=O)O)cc1 (configuration not stated)	-5	0	-0.1	5	16	-2	-2	4	3
O=C1CS(=O)(=O)c2ccccc2N1	-4	1	1.0	0	-10	3	-2	1	7
CCOC(=O)CN1C=C(c2ccc3ccccc3n2)C(C[N+](=O)[O-])c2ccccc21 (configuration not stated)	-1	2	32	-1	-3	-4	-4	-1	-10
CCn1c2ccccc2c2nnc(SCCN3CCCCC3)nc21	-15	1	-1.3	6	28*	2	-15	-2	9
O=C(COC(=O)Cc1c[nH]c2ccccc12)NC1CCCCC1	2	2	-2.8	9	0	8	-3	6	-4
Cc1ccc2c(c1)CC1(CN2C)C(=O)OC2(CCCCC2)OC1=O	-2	0	1.1	5	-1	-4	-5	7	-20
CN(C)CCN(C(=O)C1CCN(S(=O)(=O)c2cccs2)CC1)c1nc2c(F)cccc2s1	-5	1	2.2	2	-19	0	10	10	-5

New compounds follow:
canonical_smiles	M5 ag	CHRM4 agonist	CRFR2-BP ag	CHRM5 antagonist	CHRM4 antagonist	CHRM5 PAM	M4 PAM	IDE cell inh	CRFR2-BP antag
COCc1cc(C)nc(N2CCN(c3ccccc3)CC2)c1C#N	17	-3	2.2	1	9	12	9	-1	-10
Cc1ccc2cc(CN(C(=O)c3ccco3)c3ccccc3)c(=O)[nH]c2c1	2	1	-0.9	-1	3	0	-3	6	-3
COc1cccc(C2C(C#N)=C(N)Oc3cc(C)n(Cc4ccco4)c(=O)c32)c1 (configuration not stated)	0	2	-2.8	1	3	4	3	6	-22
O=C(Nc1cccnc1)c1cccc(S(=O)(=O)N2CCc3ccccc32)c1	1	15	-0.8	-7	-2	-3	-9	-3	-4
COc1cc2c(cc1OC)CN(C(=O)CCNC(=O)c1ccc(Br)cc1)CC2	0	1	3.7	5	-12	-4	2	·	-5
O=C(C1CCN(Cc2nc(-c3ccc(Cl)cc3)no2)CC1)N1CCOCC1	2	4	7.8	14	-8	-4	2	2	4
COc1cccc(NC(=O)C2CCCN(c3ncnc4c3nc3n4CCCCC3)C2)c1 (configuration not stated)	-3	7	-2.3	0	-5	-5	-7	7	-6
Cc1nn(Cc2ccc(Br)cc2)c(C)c1NC(=O)c1nn(C)cc1Cl	4	5	-2.9	-1	-3	-1	13	3	6
CN(C)CCNC(=O)c1cc2sc3ccccc3c2s1	-7	2	-0.5	4	2	3	-6	-3	0
CCn1c(SCC(=O)NCc2ccc(C)cc2)nnc1-c1ccncc1	2	1	-0.4	-7	-4	3	0	-9	6
COc1ccc(-c2noc(CSc3ccc(C)cc3)n2)cc1	0	0	0.4	3	9	-3	-1	0	14
Nc1cccc(-c2cn3cccnc3n2)c1	-2	1	-2.2	-4	4	2	-8	0	14
CCOC(=O)c1c(-c2cc(OC)c(OC)c(OC)c2)csc1NC(=O)c1ccccc1	0	-1	0.5	0	-23	-7	4	·	3
CCOc1ccc(NC(=O)C(=O)N/N=C\c2ccc(CNS(=O)(=O)c3ccccc3)o2)cc1	0	3	2.1	10	1	-11	-7	3	-3
Cc1ccc(N(CC(=O)NC2CCCCC2)C(=O)CNC(=O)c2ccco2)c(C)c1	-1	3	0.1	7	-9	-1	3	2	-10
COc1cc(Br)c(C(=O)c2nccc3cc(OC)c(OC)cc23)cc1OC	3	0	0.3	2	-3	3	-2	3	38
